Integrin act MD = activates integrin-mediated alleviation for muscular dystrophy | alpha7betagal myoblasts, beta-gal FDG fluorescence, 48 h | Potency, µM (titrated, usually from 38.3 µM), inactives show at the top dose activation, actives largely listed as activators | 350,000 compounds, 0.064% hits;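 also: potency is read from the fitted curve at half-maximal effect; 100% = response of the positive control SU9516; nearly all actives have a fitted effect of over 60% in size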
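alpha7betagal+/- myoblasts (passage 13, 250/well) treated 48 h at 37C with compounds at 1:260 dilution of DMSO stock. Lysed, then beta-galactosidase activity read as FDG fluorescence (ex 480/em 540) after 30 min, with pre-read for autofluorescence.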
BRCA1 expr act = increases BRCA1 expression; MCF7-BRCA1-FFLuc reporter, luminescence, 48 h; response scale: scaled: vehicle 0%, 10 µM genistein 100%; Potency, µM (series often up to 46.1 µM), inactives show at the highest dose activation, most hits filed as activators; 380,000 compounds, 1.1% hits; also: potency is read from the fitted curve at half-maximal effect; nearly all actives have a fitted effect of over 80% in size; some results filed as inactive show a strong effect at the top dose
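Activators of BRCA1 expression were detected as increased firefly luciferase luminescence in engineered MCF7 cells after 48 h compound incubation. Signals were scaled to genistein 10 microM as full activation.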
ELG1 repair inh = inhibitors of ELG1-dependent DNA repair in HEK293T cells; 330,000 compounds, 2.3% hits; Potency, µM (series often up to 46.1 µM), for inactives: top-dose activity change, negative = inhibition, actives largely listed as inhibitors; HEK293T ELG1-luciferase reporter, luminescence, 16 h; DNA damage induced by 5-fluorouridine; also: potency is read from the fitted curve at half-maximal effect; % is scaled to controls: 0 for no effect and ±100 for the full control effect; nearly all actives have a fitted effect of over 55% in size
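Cells (2,000 per well) received 5-fluorouridine plus test compound or DMSO and were incubated 16 hr at 37 °C, 5% CO2. Luciferase activity was read by luminescence 30 min after ONE-Glo addition; signal suppression marked inhibition of damage-induced ELG1 function.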
TRPV1 agonist = activates the human vanilloid receptor TRPV1; Q8NER1; TRPV1-expressing cells, Fluo-8 calcium influx, agonist mode; activation, % at 8.33 µM; 320,000 compounds, 0.19% hits; AID 540275; in the data active = activation above about 80%; inconclusive = between about 30% and that limit; also: 0% is about no effect
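TRPV1-expressing cells were cultured overnight at 35.5C and loaded with Fluo-8 calcium dye for 40 to 90 min at room temperature. After a 10 s baseline, compound was added and calcium influx was read kinetically for 3 min (ex 480/em 520 nm).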
p53 reactivator = restores transcriptional activity of mutant p53; H1299 p53-A138V BP100-luciferase reporter, luminescence, 24 h; Potency, µM (doses to about 92.2 µM), without a hit: at the highest dose activity change, positive = activation, most hits filed as activators; 320,000 compounds, 0.063% hits; AID 504706; also: potency is read from the fitted curve at half-maximal effect; % of control where 0% means no effect; nearly all actives have a fitted effect of over 45% in size
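H1299 (p53-null), stable ts p53-A138V + BP100-Luc; 1000 cells/well, Opti-MEM/10% FBS; cpd 4 pt, 1:5; 24 h, 37 deg C, 5% CO2; detection reagent 10 min RT; luminescence.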
PTAP TSG101 blk = blocks PTAP/TSG101 interaction to inhibit HIV-1 budding; Q99816; Fluorescence polarization, FITC-PTAP peptide / Tsg101 binding; Potency, µM (titrated, usually from 115 µM), for the others: at the top dose activity change, negative = inhibition, hits mostly inhibitors; 340,000 tested, under 10 active; AID 493005; active = well fitted inhibition curve with a large enough effect in the main read-out, with a control signal flat, not every such curve was filed as active; inconclusive = small, poorly fitted or top-dose-only effect, or effect the other way, or a change in a side signal; inactive = no such curve, though single readings can be large or run the other way; also: potency is read from the fitted curve at half-maximal effect; % of control where 0% means no effect
Target sequence (Q99816 whole entry, looked up): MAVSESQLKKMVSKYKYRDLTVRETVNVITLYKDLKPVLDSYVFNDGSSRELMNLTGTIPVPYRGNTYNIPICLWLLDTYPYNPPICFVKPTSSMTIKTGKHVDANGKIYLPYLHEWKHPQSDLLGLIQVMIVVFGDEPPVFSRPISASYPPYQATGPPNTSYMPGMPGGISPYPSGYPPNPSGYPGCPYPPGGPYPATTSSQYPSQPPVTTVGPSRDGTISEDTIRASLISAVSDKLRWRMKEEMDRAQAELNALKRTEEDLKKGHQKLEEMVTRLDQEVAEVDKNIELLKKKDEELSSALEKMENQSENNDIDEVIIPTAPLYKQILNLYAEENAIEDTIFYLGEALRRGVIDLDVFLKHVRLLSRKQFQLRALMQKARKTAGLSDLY
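Fluorescence anisotropy tracks displacement of a FITC-tagged PTAP peptide (50 nM) from the Tsg101 binding domain (10 uM), following a 20 min room-temperature incubation at pH 7.5.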
B2AR arrestin = recruits beta-arrestin to the human beta2-adrenergic receptor. P07550. beta-arrestin recruitment to beta2AR, cell-based reporter. Potency, µM (series often up to 46.1 µM), inactives show top-dose activation, hits mostly activators. 330,000 compounds, 0.02% hits;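 also: potency is read from the fitted curve at half-maximal effect; 0% = DMSO controls and full agonism = EC100 isoproterenol or metaproterenol; nearly all actives have a fitted effect of over 65% in size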
Target sequence (P07550 whole entry, looked up): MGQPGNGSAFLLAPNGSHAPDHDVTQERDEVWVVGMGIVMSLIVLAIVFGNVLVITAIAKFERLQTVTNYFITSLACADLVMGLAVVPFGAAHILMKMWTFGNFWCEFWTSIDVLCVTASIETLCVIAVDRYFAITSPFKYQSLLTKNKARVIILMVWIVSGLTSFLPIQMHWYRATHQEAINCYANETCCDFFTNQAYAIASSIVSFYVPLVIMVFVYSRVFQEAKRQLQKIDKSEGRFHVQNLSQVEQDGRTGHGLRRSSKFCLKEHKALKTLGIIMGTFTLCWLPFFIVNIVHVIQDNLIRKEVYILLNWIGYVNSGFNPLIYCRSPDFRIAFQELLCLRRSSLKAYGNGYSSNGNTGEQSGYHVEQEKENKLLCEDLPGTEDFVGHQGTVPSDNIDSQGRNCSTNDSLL
MLL CXXC-DNA inh = inhibitors of human MLL CXXC domain-DNA interaction | Q03164 | MLL-CXXC / FITC-HOXA9 DNA fluorescence polarization | Potency, µM (doses to about 115 µM), for inactives: at the top dose activity change, negative = inhibition, most hits filed as inhibitors | 290,000 compounds, 0.037% hits | AID 2662; active = well fitted inhibition curve with a large enough effect in the polarisation, with a control signal flat, not every such curve was filed as active; inconclusive = small, poorly fitted or top-dose-only effect, or effect the other way, or a change in a side signal; inactive = no such curve, though single readings can be large or run the other way; the % refers to the polarisation; also: potency is read from the fitted curve at half-maximal effect
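Steps: dispense CXXC domain solution (7 uM) → pin compounds or unlabeled HOX-A9 DNA control → 5 min ambient → add FLSN-HOX-A9 solution (50 nM) → spin → 30 min ambient → fluorescence polarization. Tris pH 7.5/NaCl/DTT/BSA buffer.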
AT treatment = candidate therapy for ataxia-telangiectasia | […] A-T fibroblasts, KAP-1 phosphorylation AlphaLISA; neocarzinostatin DNA damage 30 min before lysis | Potency, µM (doses to about 57.5 µM), for inactives: at the top dose activation, most hits filed as activators | 320,000 compounds, 0.19% hits; also: potency is read from the fitted curve at half-maximal effect; % of control where 0% means no effect; nearly all actives have a fitted effect of over 45% in size
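hTERT-immortalized A-T patient fibroblasts ([…]), 500 cells/well in OPTI-MEM, 1% FBS, got compounds for 60 min, then NCS for 30 min at 37C. Lysates were then assayed for phospho-KAP-1 by AlphaLISA (anti-pKAP1 donor, anti-KAP1 acceptor beads), 6 hr at 25C.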
TCR activator = T cell receptor activation; primary human leukocytes, anti-CD3, IL-2 HTRF, 48 h; Potency, µM (top dose mostly 9.22 µM), for the others: at the highest dose activation of IL-2 secretion, usual class: activators; 330,000 tested, under 10 active; AID 504894; also: % of control where 0% means no effect
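48 hr co-incubation of compounds, a-CD3 beads and primary human leukocytes; IL-2 quantified homogeneously by HTRF with anti-IL-2 K and d2 conjugates.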
Numbers without * were called inactive; ? = inconclusive; . = not tested or not shown; [ ] = dose if it differs, or a comment. Unless noted, calls follow the shape of the dose curve; as a rule, active = well fitted curve in the direction sought with a large enough effect; inconclusive = small, poorly fitted or top-dose-only effect, or another doubt; inactive = no such curve, though single readings can be large; an effect the other way counts as inactive or inconclusive.

Each structure is followed by: Integrin act MD	BRCA1 expr act	ELG1 repair inh	TRPV1 agonist	p53 reactivator	PTAP TSG101 blk	B2AR arrestin	MLL CXXC-DNA inh	AT treatment	TCR activator
> COC(=O)c1sc(NC(=O)CSc2nnnn2C)nc1C
  -4%	87%	?	1	?	-11%	0.3%	8%	1%	-6%
> CC(C)c1nnc(SCC(=O)NCc2ccco2)n1C
  -35%	1%	1%	0	-18%	-8%	0.2%	3%	5%	-4%
> N#Cc1ccsc1NC(=O)COc1ccc(-c2nnco2)cc1
  -47%[inhibitor]	?	?	1	13%	-6%	0.5%	2%	4%	-1%
> CCCCn1c(N)c(N(CCOC)C(=O)c2cc(S(=O)(=O)N3CCCCC3)ccc2Cl)c(=O)[nH]c1=O
  -11%	-9%	6%	-3	2%	-4%	2.1%	-8%	-9%	1%
> COc1ccc(OCC(=O)Nc2ccccc2N2CCCCC2)cc1
  -27%	-30%	?	17	-12%	0%	-0.5%	22%	11%	-8%
> O=C(c1ccc(-c2ccccc2)cc1)C1CCCN(Cc2ccncc2)C1 (stereo unspecified)
  -1%	1%	?	-1	22%	-1%	0.0%	-9%	-7%	3%
> Cc1cccc(NC(=S)N=Nc2c(O)n(C)c3ccc(S(=O)(=O)N4CCOCC4)cc23)c1
  -28%	-37%	3%	0	-10%	-5%	0.1%	9%	.	-2%
> Cc1ccc(C)c(N2CCN(C(=O)Nc3ccc4c(c3)N(C)C(=O)CS4)CC2)c1
  16%	-56%	6.5µM*	-1	2%	-1%	0.1%	14%	3%	11%
> CC(C)c1ccc(C(CC(=O)c2ccc(Cl)cc2)C(=O)O)cc1 (stereo unspecified)
  -8%	5%	0%	.	-5%	-6%	-0.6%	-25%	-2%	2%
> Cn1cc(CNCc2cn(C)nc2-c2ccc(C3CCCCC3)cc2)cn1
  -78%[inhibitor]	-16%	-1%	3	-1%	-1%	0.5%	-14%	-5%	5%
> Cc1nn(C(C)(C)C)c(OC(=O)C2CCCC2)c1S(=O)(=O)c1ccccc1
  -18%	-66%	-13%	25	-5%	-1%	-0.9%	-3%	16%	1%
> CCNc1nnc(SCC(=O)N2c3ccccc3NC(=O)CC2C)s1 (stereo unspecified)
  1%	31%	4%	-2	12%	-2%	0.1%	.	4%	3%
> O=C(NNC(=O)c1cc(-c2ccco2)nc2ccccc12)c1ccccc1
  7%	0%	?	.	0%	-6%	-0.8%	-2%	6%	-3%
> O=C(NCc1ccco1)C(=O)NCC1OCCN1S(=O)(=O)c1cc(F)ccc1F (stereo unspecified)
  6%	-14%	13%	2	-1%	-1%	-0.3%	-8%	-1%	-25%
> COc1ccc(-c2nsc3c(N4CCN(S(=O)(=O)c5ccccc5)CC4)ncnc23)cc1
  .	.	14%	5	12%	.	-0.1%	1%	-4%	.

Looked up one by one from the list above, 2 records:
Each structure is followed by: Integrin act MD	BRCA1 expr act	ELG1 repair inh	TRPV1 agonist	p53 reactivator	PTAP TSG101 blk	B2AR arrestin	MLL CXXC-DNA inh	AT treatment	TCR activator
> CC(C)c1nnc(SCC(=O)NCc2ccco2)n1C
  -35%	1%	1%	0	-18%	-8%	0.2%	3%	5%	-4%
> Cc1ccc(C)c(N2CCN(C(=O)Nc3ccc4c(c3)N(C)C(=O)CS4)CC2)c1
  16%	-56%	6.5µM*	-1	2%	-1%	0.1%	14%	3%	11%

Continuation:
Each structure is followed by: Integrin act MD	BRCA1 expr act	ELG1 repair inh	TRPV1 agonist	p53 reactivator	PTAP TSG101 blk	B2AR arrestin	MLL CXXC-DNA inh	AT treatment	TCR activator
> Cc1cccc(NC(=O)NCC(c2ccco2)N2CCCCC2)c1 (stereo unspecified)
  -8%	15%	3%	7	-1%	-1%	0.1%	11%	2%	5%
> Cc1ccccc1-n1c(SCc2cc(=O)n3ccccc3n2)nc2[nH]ncc2c1=O
  14%	-32%	2%	0	16%	-1%	0.5%	-12%	1%	0%
> COc1ccc(-c2nsc3c(N4CCN(C(=O)c5ccco5)CC4)ncnc23)cc1
  -7%	-20%	19%	-4	-2%	-4%	0.0%	3%	-5%	-8%
> CCOc1ccccc1OCC(=O)NN1Cc2ccccc2C1=N
  26%	-25%	-1%	-2	-3%	-3%	0.3%	3%	3%	-5%
> Cc1ccc(S(=O)(=O)N(C)C)cc1NC(=O)COC(=O)/C=C/c1cccs1
  -31%[inhibitor]	-7%	1%	0	6%	0%	-0.1%	.	2%	-5%
> Brc1ccc(C2=Nn3c(nnc3-c3cccnc3)SC2)s1
  13%	-13%	22%	2	5%	-6%	-0.3%	-15%	10%	2%
> Cc1occc1C(=O)NNC(=O)Nc1ccc([N+](=O)[O-])cc1
  20%	-8%	9%	10	1%	1%	0.0%	5%	2%	0%
> CC(C)c1ccc(N(C(=O)c2ccc3c(c2)OCO3)C2C=CS(=O)(=O)C2)cc1 (stereo unspecified)
  0%	13%	-2%	9	-6%	8%	-0.4%	-4%	14%	8%
> Cc1[nH]n(-c2cccc3ccccc23)c(=O)c1/C=N/c1sc2c(c1C#N)CCC2
  23%	-5%	16%	7	1%	-5%	-0.2%	-20%	-16%	1%
> COc1ccc(-c2ccc(OC)c([C@H]3[C@@H]4C=CCC[C@@]4(C)C(=O)N3Cc3ccccc3)c2)cc1OC
  0%	-5%	?	?	1%	-1%	0.0%	0%	-3%	6%
> CC1CCN(S(=O)(=O)c2csc(C(=O)Nc3ccccc3)c2)CC1
  -6%	-9%	?	5	1%	-4%	-0.8%	-1%	3%	.
> COCCCNC(=S)N/N=C/c1cccc(OC)c1O
  -35%	-6%	?	0	4%	-6%	?	0%	1%	-1%
> CC(=O)Nc1ccc(SCC(=O)OCC(=O)NC(=O)NCc2ccco2)cc1
  1%	8%	-7%	0	-3%	-6%	-1.6%	7%	0%	.
> CCOC(=O)C(C(=O)OCC)c1c([N+](=O)[O-])c(=O)n2c3c(cccc13)CCC2
  11%	-7%	-24%	-1	9%	-1%	-0.4%	21%	16%	-5%
> C(=C\c1ccccc1)/CN1CCN(Cc2nc(Cc3ccccc3)no2)CC1
  23%	-27%	-7%	22	4%	-1%	-0.5%	-6%	5%	-1%

Going on with the list.
Each structure is followed by: Integrin act MD	BRCA1 expr act	ELG1 repair inh	TRPV1 agonist	p53 reactivator	PTAP TSG101 blk	B2AR arrestin	MLL CXXC-DNA inh	AT treatment	TCR activator
> C=CC[N+](C)(C)C/C(Cl)=C(\Cl)c1ccccc1
  -7%	7%	-3%	-2	-2%	0%	-0.2%	15%	0%	-2%
> Cc1ccccc1NS(=O)(=O)c1nnc(NC(=O)c2ccc(Cl)cc2)s1
  6%	0%	9%	1	9%	0%	-0.1%	-6%	-1%	8%
> Cn1c(=O)oc2cc(S(=O)(=O)CCC(=O)Nc3ccccc3)ccc21
  ?	19%	14%	1	1%	-5%	0.3%	11%	-1%	-1%
> CN(C)C(=O)c1ccc(-c2cc(C(F)(F)F)n(C)n2)s1
  40%	24%	15%	7	-1%	1%	-1.1%	5%	-4%	3%
> O=C(Nc1ccc(Cl)cn1)c1ccc(Oc2ccccc2)cc1
  4%	?	?	?	.	-1%	0.4%	15%	8%	-4%
> Cc1cc(C)n(Cc2ccc(C(=O)O)o2)n1
  12%	9%	-8%	-2	-2%	-9%	-0.9%	-9%	0%	2%

Compound profiles, as listed above.
Cc1ccc(C)c(N2CCN(C(=O)Nc3ccc4c(c3)N(C)C(=O)CS4)CC2)c1 is listed with Integrin act MD: 16%; BRCA1 expr act: -56%; ELG1 repair inh: 6.5µM*; TRPV1 agonist: -1; p53 reactivator: 2%; PTAP TSG101 blk: -1%; B2AR arrestin: 0.1%; MLL CXXC-DNA inh: 14%; AT treatment: 3%; TCR activator: 11%
Cc1ccccc1-n1c(SCc2cc(=O)n3ccccc3n2)nc2[nH]ncc2c1=O is listed with Integrin act MD: 14%; BRCA1 expr act: -32%; ELG1 repair inh: 2%; TRPV1 agonist: 0; p53 reactivator: 16%; PTAP TSG101 blk: -1%; B2AR arrestin: 0.5%; MLL CXXC-DNA inh: -12%; AT treatment: 1%; TCR activator: 0%
CCOC(=O)C(C(=O)OCC)c1c([N+](=O)[O-])c(=O)n2c3c(cccc13)CCC2 is listed with Integrin act MD: 11%; BRCA1 expr act: -7%; ELG1 repair inh: -24%; TRPV1 agonist: -1; p53 reactivator: 9%; PTAP TSG101 blk: -1%; B2AR arrestin: -0.4%; MLL CXXC-DNA inh: 21%; AT treatment: 16%; TCR activator: -5%

Source: PubChem
